# Bioassay records: PubChem, several laboratories
# NPY2 pot ag: potentiators or agonists of human neuropeptide Y receptor Y2; P49146; cells expressing NPY-Y2, potentiator/agonist read-out; activation, % at 3.6 µM; 0.45% of 220,000 active; in the data active = activation above about 27%;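 also: cells stimulated with NPY near EC25 plus isoproterenol at EC100; 0% = vehicle plus submaximal agonist and 100% = vehicle plus saturating agonist; some results beyond the cut were filed as inactive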
# Target sequence (P49146 whole entry, looked up): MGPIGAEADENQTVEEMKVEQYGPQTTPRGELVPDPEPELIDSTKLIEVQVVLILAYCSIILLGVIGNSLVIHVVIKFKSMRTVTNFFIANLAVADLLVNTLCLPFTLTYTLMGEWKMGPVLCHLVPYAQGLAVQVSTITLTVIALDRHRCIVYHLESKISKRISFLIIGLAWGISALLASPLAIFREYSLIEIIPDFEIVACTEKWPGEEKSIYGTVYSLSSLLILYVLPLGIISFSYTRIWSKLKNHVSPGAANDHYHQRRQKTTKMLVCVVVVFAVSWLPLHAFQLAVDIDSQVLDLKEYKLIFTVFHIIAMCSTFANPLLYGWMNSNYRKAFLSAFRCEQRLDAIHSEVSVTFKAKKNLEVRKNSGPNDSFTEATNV
# p97 inhibitor: human p97 ATPase inhibition. 0.42% of 220,000 active. inhibition, % at 8 µM. recombinant p97 ATPase, Kinase-Glo ATP luminescence, 3 h. AID 1481; in the data active = inhibition above about 15%;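 also: 0% = DMSO vehicle and 100% = wells lacking enzyme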
# eIF4E 4G PPI: blocks eIF4E binding to eIF4G; inhibition, % at 21.7 µM; TR-FRET eIF4E-eIF4GI(517-606) binding, 2 h; P63073+Q04637; 0.37% of 220,000 active; AID 782;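 active = inhibition above about 30%, limit read from the data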;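 also: 0% = full FRET control wells and 100% = background wells lacking eIF4GI fragment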
# S1P4 agonist: activates the human S1P4 receptor | O95977 | S1P4-expressing cell line, agonist reporter assay | activation, % at 4.98 µM | 0.35% of 220,000 active; in the data active = activation above about 11%;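 also: 0% = DMSO vehicle and 100% = reference agonist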
# NPY1 pot ag: potentiates or activates human NPY-Y1 receptor | 0.37% of 220,000 active | NPY-Y1 expressing cells, potentiator/agonist activation | P25929 | AID 1304 | activation, % at 3.6 µM; in the data active = activation above about 33%, passing the limit was not always enough;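 also: cells stimulated with NPY at EC10 then isoproterenol at EC100; 0% = low agonist plus stimulus and 100% = saturating agonist plus stimulus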
# S1P4 antagonist: blocks the human S1P4 receptor | S1P4-expressing cells, antagonist mode, reporter read-out | AID 1510 | inhibition, % at 4.98 µM | O95977 | 0.26% of 220,000 active; in the data active = inhibition above about 29%;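 also: 0% = wells stimulated with agonist and 100% = vehicle wells without agonist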
# NPY-Y1 antag: blocks the human neuropeptide Y Y1 receptor. P25929. HEK293-CNG Y1 cells, membrane potential fluorescence; NPY at EC95, then isoproterenol. inhibition, % at 3.6 µM. 1% of 200,000 active;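 active = inhibition above the campaign mean inhibition of all tested compounds plus 3 SD, cut at about 20% in these data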;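 also: 0% = DMSO wells given NPY plus isoproterenol and 100% = isoproterenol alone without NPY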
#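 material = HEK293 cells with Y1 receptor plus CNG channel | also added = NPY 25 nM then isoproterenol 1 µM plus Ro 20-1724 25 µM | schedule = dye 3 h, compound 60 min room temperature, stimulation 45 min | measured by = membrane potential fluorescence | benchmarks = high control isoproterenol alone, low control NPY with isoproterenol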
# EP2 modulator: EP2 receptor (human) modulation | AID 940 | EP2-expressing cells, cAMP HTRF FRET, PGE2 co-stimulation | P43116 | 0.83% of 260,000 active | induction, % at 25 µM;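 active = compounds whose cAMP rise, as percent of the full-agonist control response, exceeds 60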;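 also: rat C6 glioma line stably carrying human EP2 under a CMV promoter; the protocol text gives 20 µM as final concentration; 100% = response of wells given 1 µM PGE2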
# Target sequence (P43116 whole entry, looked up): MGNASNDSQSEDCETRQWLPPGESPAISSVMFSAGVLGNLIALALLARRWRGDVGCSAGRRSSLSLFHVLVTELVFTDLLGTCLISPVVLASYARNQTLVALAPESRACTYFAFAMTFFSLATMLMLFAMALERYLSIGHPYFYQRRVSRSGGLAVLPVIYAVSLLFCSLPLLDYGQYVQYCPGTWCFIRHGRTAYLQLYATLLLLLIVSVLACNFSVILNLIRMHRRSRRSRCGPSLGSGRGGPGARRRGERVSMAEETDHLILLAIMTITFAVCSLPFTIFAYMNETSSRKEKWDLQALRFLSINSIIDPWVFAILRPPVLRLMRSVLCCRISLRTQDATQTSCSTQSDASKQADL
# PGE2 EP2 inh: EP2 receptor (human) inhibition; P43116; C6 glioma cells expressing human EP2, cAMP TR-FRET; cells stimulated with saturating PGE2; inhibition, % at 25 µM; 0.52% of 260,000 active;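 active = percent inhibition above 40 after rounding to a whole number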;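 also: rat C6 glioma host cells with rolipram phosphodiesterase inhibitor present; the protocol text gives 20 µM as final concentration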
# Starred values were filed as active, the others as inactive; · = not tested or not shown; [ ] = another dose, or the depositor's remark. A portion of the library; rates above refer to the full screens.
# Each structure is followed by: NPY2 pot ag, p97 inhibitor, eIF4E 4G PPI, S1P4 agonist, NPY1 pot ag, S1P4 antagonist, NPY-Y1 antag, EP2 modulator, PGE2 EP2 inh
1	Cc1ccc(NC(=S)N2CCCCC2CO)cc1C (stereo unspecified)
    -10, 2, 1, 3.2, 6, -11, -5, 9, 2
2	Cc1ccnc(NC(=O)/C=C/c2ccccc2[N+](=O)[O-])c1
    2, -1, 1, -0.6, 17, 10, 3, -15, 6
3	O=[N+]([O-])c1ccc(N2CCN(S(=O)(=O)c3ccccc3)CC2)cc1N1CCc2ccccc2C1
    11, -1, -2[fluorescence artefact?], -0.1, 3, -12, 4, 1, 15
4	CCc1cc2c(=O)n(CCC(C)C)c(=S)[nH]c2s1
    12, 4, -4, 2.0, -10, -21, 1, -10, 9
5	COC(=O)/C=C1\S/C(=N/N=C/c2ccc(Cl)cc2)NC1=O
    -10, 6, 2, -1.1, 30, 10, ·, 5, 2
6	COc1ccc(-c2nnc(SC(C)C(=O)Nc3nccs3)n2Cc2ccccc2)cc1OC (stereo unspecified)
    -13, -3, 5, 2.3, -18, -6, 8, -7, 11
7	CC1(C)Cc2c(sc(NC(=O)/C=C/C(=O)O)c2C#N)CO1
    -16, 9, 5, 0.7, 12, 8, ·, 17, 8
8	CCOc1ccc(-c2nnc(SCC(=O)Nc3cc(C)on3)o2)cc1
    -5, -2, -2, -2.1, -15, -31, -5, -1, 5
9	CCCC1C2C(=O)N(c3cccc(C)c3)C(=O)C2ON1c1ccccc1 (stereo unspecified)
    2, 2, 1, 1.3, 17, -20, ·, 23, 19
10	CC(=Nc1ccccc1)Nc1ccccc1
    -1, 2, 8, -0.2, 6, -6, 2, 7, 10
11	Cc1cc(=O)n2[nH]c(-c3ccc(F)cc3)nc2n1
    6, -2, 3, 2.1, -5, -2, -2, 5, 7
12	CC(=O)Nc1c(OC(C)=O)ccc2c(C)cc(=O)oc12
    22, 9, ·, 3.2, 23, 21, -10, ·, 13
13	CCN=C1SC(CC(=O)NC(C)c2ccccc2)C(=O)N1CC (stereo unspecified)
    1, 4, 6, -0.7, 12, 5, 0, -24, 7
14	Cc1cccc(N=C2CSC(=O)N2)c1
    2, -1, -4, 0.7, 8, 3, 4, -5, 2
15	CCCCCc1nnc(NC(=O)C2COc3ccccc3O2)s1 (stereo unspecified)
    -9, 2, -3, 0.0, -24, 15, 5, 10, 6
16	O=C(O)C1CC(c2ccccc2)=NO1 (stereo unspecified)
    -16, 3, 1, -1.7, -21, 5, 6, 12, 23
17	C=CCC1c2cccc(C(=O)O)c2C(=O)N1c1cccc(OC)c1 (stereo unspecified)
    7, 6, -4, 4.0, 12, 1, -4, 29, 6
18	OC(CNCC1CCCO1)COc1ccc(OCC(O)CNCC2CCCO2)cc1 (stereo unspecified)
    15, 5, 6, -0.8, 13, -2, -1, 18, 3
19	CC1(c2ccc3noc(-c4cccc(F)c4)c3c2)OCCO1
    -5, -1, 2, -0.5, -11, -9, 0, 16, 3
20	COc1ccc(NCc2n[nH]c(=O)c3ccccc23)cc1
    3, -5, -2, 1.3, -1, 3, 1, 9, 10
21	COC(CCN(C)C)(c1ccccc1)c1ccccc1
    -1, 5, 0[fluorescence artefact?], -0.7, 1, -6, -7, 17, 9
22	CCOc1ccc(NC(=S)NC(C)C(c2ccccc2)N2CCN(C)CC2)cc1 (stereo unspecified)
    -4, 2, 1, 0.8, -3, 8, 9, -37, 9
23	COc1ccc(OCCSc2ncnc3nc[nH]c23)cc1
    -6, 2, 5, -0.9, 4, -7, 0, -1, 5
24	COc1ccccc1N(CC(=O)NC1CCCCC1)C(=O)CCC(=O)Nc1ccccn1
    -2, -2, 4, -1.7, -12, -10, 7, 4, 8
25	O=C1NCC(COc2cccc3ccccc23)O1 (stereo unspecified)
    1, 4, -1, 3.7, -11, -9, 6, -7, 4
26	Cc1cccc2c(Cl)cc(=O)[nH]c12
    -9, -5, 7, 1.9, -11, -20, -1, 8, 7
27	C/C(=N\Nc1ccc([N+](=O)[O-])cc1)c1ccc(O)cc1
    20, 6, -1, 0.5, 22, 23, -8, -84, 19
28	NC(=O)N/N=C/c1ccccc1OC(=O)c1ccccc1Br
    1, 4, -10, -1.5, 8, 0, 0, 0, 10
29	CSc1cccc(NC(=O)Nc2ccccc2)c1
    1, 3, 0, 0.7, 4, 1, 10, -29, 7
30	c1coc(C2Nc3ccccc3C3OCCC23)c1 (stereo unspecified)
    10, 3, 2, 1.4, -3, 1, -2, 32, 9

# Another view of some results above:
cpd	compound	NPY2 pot ag	p97 inhibitor	eIF4E 4G PPI	S1P4 agonist	NPY1 pot ag	S1P4 antagonist	NPY-Y1 antag	EP2 modulator	PGE2 EP2 inh
13	CCN=C1SC(CC(=O)NC(C)c2ccccc2)C(=O)N1CC (stereo unspecified)	1	4	6	-0.7	12	5	0	-24	7
14	Cc1cccc(N=C2CSC(=O)N2)c1	2	-1	-4	0.7	8	3	4	-5	2
15	CCCCCc1nnc(NC(=O)C2COc3ccccc3O2)s1 (stereo unspecified)	-9	2	-3	0.0	-24	15	5	10	6
16	O=C(O)C1CC(c2ccccc2)=NO1 (stereo unspecified)	-16	3	1	-1.7	-21	5	6	12	23
17	C=CCC1c2cccc(C(=O)O)c2C(=O)N1c1cccc(OC)c1 (stereo unspecified)	7	6	-4	4.0	12	1	-4	29	6
18	OC(CNCC1CCCO1)COc1ccc(OCC(O)CNCC2CCCO2)cc1 (stereo unspecified)	15	5	6	-0.8	13	-2	-1	18	3
19	CC1(c2ccc3noc(-c4cccc(F)c4)c3c2)OCCO1	-5	-1	2	-0.5	-11	-9	0	16	3
20	COc1ccc(NCc2n[nH]c(=O)c3ccccc23)cc1	3	-5	-2	1.3	-1	3	1	9	10
21	COC(CCN(C)C)(c1ccccc1)c1ccccc1	-1	5	0[fluorescence artefact?]	-0.7	1	-6	-7	17	9
22	CCOc1ccc(NC(=S)NC(C)C(c2ccccc2)N2CCN(C)CC2)cc1 (stereo unspecified)	-4	2	1	0.8	-3	8	9	-37	9
23	COc1ccc(OCCSc2ncnc3nc[nH]c23)cc1	-6	2	5	-0.9	4	-7	0	-1	5
24	COc1ccccc1N(CC(=O)NC1CCCCC1)C(=O)CCC(=O)Nc1ccccn1	-2	-2	4	-1.7	-12	-10	7	4	8
25	O=C1NCC(COc2cccc3ccccc23)O1 (stereo unspecified)	1	4	-1	3.7	-11	-9	6	-7	4
26	Cc1cccc2c(Cl)cc(=O)[nH]c12	-9	-5	7	1.9	-11	-20	-1	8	7
27	C/C(=N\Nc1ccc([N+](=O)[O-])cc1)c1ccc(O)cc1	20	6	-1	0.5	22	23	-8	-84	19
28	NC(=O)N/N=C/c1ccccc1OC(=O)c1ccccc1Br	1	4	-10	-1.5	8	0	0	0	10
29	CSc1cccc(NC(=O)Nc2ccccc2)c1	1	3	0	0.7	4	1	10	-29	7
30	c1coc(C2Nc3ccccc3C3OCCC23)c1 (stereo unspecified)	10	3	2	1.4	-3	1	-2	32	9

# (listing goes on)
# Each structure is followed by: NPY2 pot ag, p97 inhibitor, eIF4E 4G PPI, S1P4 agonist, NPY1 pot ag, S1P4 antagonist, NPY-Y1 antag, EP2 modulator, PGE2 EP2 inh
31	COc1ccc(OC)c(NC(=O)c2c(NC(=O)c3ccco3)sc3c2CCC3)c1
    -2, 4, 3, -0.2, 11, -14, 1, -3, 4
32	CCN1CCN(C(=S)c2ccc(OC)cc2)CC1
    8, 0, 7, 0.1, -5, -4, -4, 10, 10
33	CC1=C(C(=O)OCc2ccccc2)C(c2ccco2)C2=C(CC(C)(C)CC2=O)N1 (stereo unspecified)
    -6, -1, 2, 0.0, -6, -2, -3, -1, 12
34	Cc1ccc(Nc2nnc(SCC(=O)NC(Cc3c[nH]c4ccccc34)C(=O)O)s2)cc1 (stereo unspecified)
    -12, 1, -1, -1.3, -8, -7, 7, -74, 15
35	CCOc1ccc(-n2c(C)c(C(C)=O)c(C(C)=O)c2C)cc1
    -12, 4, 3, 1.6, -27, -3, 3, 21, 12
36	c1ccc(-n2c(-c3ccncc3)nnc2-c2cccs2)cc1
    7, 0, -2, 0.6, 6, 5, -2, 5, 2
37	COC(=O)C(Cc1ccc(O)cc1)NC(=O)C(CC(=O)OC(C)(C)C)NC(=O)OC(C)(C)C (stereo unspecified)
    -15, 2, -2, 1.1, 4, 10, 10, 27, 5
38	Cn1c(CN2CCCC2)nc2cc(NS(=O)(=O)c3ccccc3)ccc21
    11, 5, 5[fluorescence artefact?], -0.6, -16, 10, 1, 7, 12
39	CN(NS(=O)(=O)c1ccc(Cl)cc1)c1cnn(C)c(=O)c1Cl
    2, 5, -1, 2.4, 8, 0, ·, -3, 11
40	COC(=O)c1sccc1Oc1ccc(Cl)cc1N1C(=O)CCC1=O
    3, 10, -5, -0.6, 14, 3, ·, 27, 4
41	COc1ccccc1N1CCN(C(=O)CN(C)S(=O)(=O)c2ccc3c(c2)c(=O)n(C)c(=O)n3C)CC1
    2, 1, -1, 0.1, -19, 3, 2, 0, 7
42	CCCCN(CCCC)Cc1ccc(C(=O)NNC(=O)Nc2ccccc2)o1
    -11, 1, 0, -0.1, 5, -11, 4, 7, 5
43	CCCCNC(=O)c1ccccc1NC(=O)CCC
    10, -3, -1, 1.8, 1, -12, 1, 28, 2
44	CCOC(=O)CNC(=O)CNC(=O)c1ccc(OCC(C)C)cc1
    -3, 3, -10, -1.1, -6, 2, 10, 10, 14
45	O=C(COc1ccccc1[N+](=O)[O-])Nc1cccnc1
    7, 6, -3, -1.1, 12, -61, -4, -18, 0
46	CS(=O)CCC(NS(=O)(=O)c1ccccc1)C(=O)O (stereo unspecified)
    0, 2, -3, 0.4, -1, -11, 3, -28, 7
47	Cc1ccc(-c2c(C#N)c(N)n(-c3ccc(C)cc3)c(=O)c2C#N)cc1
    -5, -5, 3, -3.6, 12, 2, -6, -23, 9
48	O=C(N/N=C/c1coc2ccccc2c1=O)c1ccccc1
    -2, 3, 5, 1.5, -7, -5, 3, 23, -1
49	COc1cccc(-n2c(SCC(=O)N3CCCC3)nc3c([nH]c4ccccc43)c2=O)c1
    -6, 6, ·, 0.0, -5, -14, 1, ·, ·
50	CN(C)c1nc(C=C(C#N)C#N)c(Cl)n1-c1ccc(F)cc1
    -14, 5, 1, 0.1, -14, -2, 7, 20, 5
51	CCCCCC(O)(CCCCC)C(=O)NNc1ccccc1
    -2, 1, -2, 0.4, 9, 1, 25*, 23, 9
52	COc1ccccc1-c1cc(C(=O)N/N=C/c2cccs2)c2ccccc2n1
    9, 8, 2, 0.4, 5, 1, 2, -8, ·
53	CCC(C)NC(=O)Cn1cnc2sc(C)c(S(=O)(=O)N3CCN(c4ncccn4)CC3)c2c1=O (stereo unspecified)
    -18, 7, -2, -0.7, 1, 2, 5, 3, 9

# NPY-Y1 antag, hit marks shown above.
no.	canonical_smiles	NPY2 pot ag	p97 inhibitor	eIF4E 4G PPI	S1P4 agonist	NPY1 pot ag	S1P4 antagonist	NPY-Y1 antag	EP2 modulator
51	CCCCCC(O)(CCCCC)C(=O)NNc1ccccc1	-2	1	-2	0.4	9	1	25*	23
